Arrestin-AP2 inh = human beta-arrestin and AP2 interaction inhibition; FITC-arrestin peptide / GST-AP2 beads, flow cytometry; AP2 beta2 appendage carries R879A mutation; inhibition, % at 10 µM; 340,000 tested, 0.31% active;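 active = inhibition above a set limit, near 3 SD of compounds lacking own fluorescence, cut at about 54% in these data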;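 also: plate controls were DMSO wells for no effect and 5 µM unlabelled arrestin peptide for full effect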
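Material – GST-tagged AP2 beta2-adaptin appendage (R879A) on 4 µm glutathione beads · Probe or stimulus – fluorescein-tagged arrestin peptide at 50 nM final · Timing – 12 min plus 1 h, RT · Detection – bead flow cytometry, FITC channel · Read-out basis – inhibition as reduced fluorescein signal on beads, percent · Medium – PBS plus Tween 20 (0.05%) and BSA (0.1%)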
PKA-R1A act = PKA-R1A complex activation. P00514+P68181. PKA-R1A dissociation, Cy5-IP20 fluorescence polarization; scaled: DMSO 0%, 113 µM cGMP 100%. activation, % at 11.4 µM. 340,000 tested, 0.083% active. AID 504707;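 active = percent activation above the mean of all tested compounds plus 3 SD, cut at about 19% in these data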;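 also: higher means more PKAc released from R1A so a rise in polarization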
PKA-R2B activ = activators of human PKA-R2B complex. P22694+P31323. 340,000 tested, 0.079% active. AID 504700. PKA-R2B holoenzyme dissociation, Cy5-IP20 fluorescence polarization; R2B truncated from residue 108, S112A mutant; 0% DMSO only, 100% 113 µM cGMP. activation, % at 11.4 µM;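 active = activation above a cutoff set at the mean over all compounds plus 3 SD, cut at about 18% in these data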;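 also: higher means more holoenzyme dissociation and a rise in polarization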
Pemphigus Ab inh = human desmoglein-3 autoantibody binding inhibition. P32926. DSG3-coupled beads, scFv-anti-DSG3-GFP binding, flow cytometry; stronger effect = lower value. binding (percent of control), % at 10 µM. 310,000 tested, 0.48% active;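 active = binding more than 3 SD below its plate's average and above zero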;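 also: hits lower antibody fragment binding to DSG3; some compounds called inactive have numbers as strong as hits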
SR-BI DiI-HDL act = activators of SR-BI mediated HDL lipid uptake; CHO ldlA[mSR-BI] cells, DiI-HDL uptake fluorescence, 3 h; 100 = double the neutral-control signal; activation, % at 12.5 µM; 320,000 tested, 0.096% active; AID 504775;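 active = mean replicate activation of at least 60% and every replicate at or above 60%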;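 also: 0% = median plate neutral-control signal and 100% = twice that signal; values of inactives mirror those of a sister screen read the other way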
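Test system: SR-BI-overexpressing, LDLR-lacking CHO cells; Medium: Ham's F12 with 0.5% BSA, HEPES 25 mM, pH 7.4; Schedule: 3 h, 37 °C; Technique: bottom-read fluorescence, 550/595 nm.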
NSD2 inh = blocks human histone methyltransferase NSD2; NSD2 peptide methylation, AlphaScreen, 120 min; inhibition, % at 12.5 µM; AID 743445; 310,000 tested, 0.54% active; in the data active = inhibition above about 50%
Mot1-301 SUMO = inhibitors of SUMOylation pathway: yeast Mot1-301 growth rescue; S. cerevisiae Mot1-301 growth rescue, ATP luminescence, 38.5C; percent above DMSO median, 100 means doubled; growth rescue, % at 18.8 µM; 320,000 tested, 1% active; AID 2716;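 active = every valid replicate shows activation above 250% relative to neutral control wells; inactive = the rest, any valid replicate at or below 250%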;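 also: OY570 slx delta 5 strain wells were the positive control but not used for scaling; some compounds called inactive have numbers as strong as hits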
CDK5 inh = CDK5/p35 (human) kinase inhibition; Q00535+Q15078; Recombinant CDK5/p35, ADP-Glo luminescence, 60 min; inhibition, % at 10 µM; 330,000 tested, 0.01% active;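 active = highest replicate inhibition of at least 50% and at least 75% of replicates reaching 50%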;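 also: plate controls were DMSO neutral control for no effect and GW8510 at 10 µM for full effect; many of its hits are not listed in these tables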
Target sequence (Q00535 whole entry, looked up): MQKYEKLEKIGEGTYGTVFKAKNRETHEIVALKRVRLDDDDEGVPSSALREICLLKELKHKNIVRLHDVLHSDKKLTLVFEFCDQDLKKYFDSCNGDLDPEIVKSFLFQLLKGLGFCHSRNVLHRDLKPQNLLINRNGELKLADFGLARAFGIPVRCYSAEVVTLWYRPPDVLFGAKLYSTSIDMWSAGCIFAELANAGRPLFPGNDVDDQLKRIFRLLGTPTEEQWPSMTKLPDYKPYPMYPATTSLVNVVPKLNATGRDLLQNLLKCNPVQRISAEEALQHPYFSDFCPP
Target sequence (Q15078 whole entry, looked up): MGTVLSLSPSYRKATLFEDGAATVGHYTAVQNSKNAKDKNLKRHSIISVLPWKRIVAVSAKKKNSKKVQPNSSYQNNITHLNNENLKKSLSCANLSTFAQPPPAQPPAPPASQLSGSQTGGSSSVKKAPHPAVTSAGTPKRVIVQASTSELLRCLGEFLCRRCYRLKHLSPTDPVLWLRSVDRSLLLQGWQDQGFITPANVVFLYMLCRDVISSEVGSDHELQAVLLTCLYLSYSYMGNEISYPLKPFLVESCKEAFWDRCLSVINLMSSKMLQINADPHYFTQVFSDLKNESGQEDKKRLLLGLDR
dFosB activator = activators of mouse delta FosB homodimer. P13346. purified delta FosB, TAMRA-CDK5 oligo fluorescence polarization; percent of positive-control signal above neutral wells. activation, % at 25 µM. 340,000 tested, 0.99% active;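 active = mean activation above about 17%, with every replicate also reaching it, limit read from the data, passing the limit was not always enough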;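 also: fluorescence polarization rise as delta FosB binds a TAMRA Cdk5 AP-1 oligo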
SR-BI DiI inh = blocks mouse SR-BI lipid uptake from DiI-HDL; Q61009; ldlA[mSR-BI] CHO cells, DiI-HDL uptake fluorescence, 3 h; inhibition, % at 12.5 µM; 320,000 tested, 0.96% active;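 active = mean replicate inhibition of at least 70% and a set share of replicates each scoring 70 or more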;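 also: 0% = median of neutral control wells and 100% = median of positive control wells; values of inactives mirror those of a sister screen read the other way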
Target sequence (Q61009 whole entry, looked up): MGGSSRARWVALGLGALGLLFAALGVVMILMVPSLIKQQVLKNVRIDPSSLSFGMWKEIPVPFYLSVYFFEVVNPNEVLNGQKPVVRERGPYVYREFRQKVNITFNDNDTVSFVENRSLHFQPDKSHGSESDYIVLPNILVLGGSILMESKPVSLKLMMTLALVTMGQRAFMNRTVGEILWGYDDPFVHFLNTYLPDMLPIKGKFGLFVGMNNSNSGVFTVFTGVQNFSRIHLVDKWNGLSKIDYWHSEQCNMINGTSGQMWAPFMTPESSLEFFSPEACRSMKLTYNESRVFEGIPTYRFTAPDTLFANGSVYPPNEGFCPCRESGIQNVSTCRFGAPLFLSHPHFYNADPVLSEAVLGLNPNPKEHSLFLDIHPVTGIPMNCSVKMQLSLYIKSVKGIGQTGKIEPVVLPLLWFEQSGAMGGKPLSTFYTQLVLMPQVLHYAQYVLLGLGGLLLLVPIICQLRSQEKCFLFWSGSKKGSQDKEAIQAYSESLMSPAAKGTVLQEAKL
MITF act = increases MITF-driven TRPM1 promoter luciferase signal | activation, % at 12.5 µM | 300,000 tested, 0.75% active | SK-MEL-5 TRPM1-promoter luciferase, 24 h; % of positive control, neutral wells = 0;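 active = mean activation of at least 80% with every replicate also reaching 80%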;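 also: 0% = neutral control wells and 100% = parthenolide positive control wells; values of inactives mirror those of a sister screen read the other way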
The depositor's hits bear a star; x = not tested or not shown; & = joins results of further samples.

SMILES | Arrestin-AP2 inh | PKA-R1A act | PKA-R2B activ | Pemphigus Ab inh | SR-BI DiI-HDL act | NSD2 inh | Mot1-301 SUMO | CDK5 inh | dFosB activator | SR-BI DiI inh | MITF act
O=C(COc1ncnc2sccc12)N1CCN(S(=O)(=O)c2ccc(Cl)cc2)CC1 | 8 | -1 | 3 | 90 | 32 | 0 | 3 | -1.3 | -10 | -32 | 6
CC(=O)Nc1sc(C)c(C)c1C(=O)OC1CCOC1=O (configuration not stated) | 23 | 2 | 7 | x | -21 | 3 | 253 | 0.8 | -1 | 21 | 7
COc1ccc(N2CCN(C(=O)CCc3ccc(S(=O)(=O)NC(C)(C)C)cc3)CC2)cc1 | -13 | -5 | -11 | 98 | -29 | -5 | -13 | 0.1 | 2 | 29 | -10
COCCN1C=C(C(=O)OC)C(c2ccc3c(c2)OCO3)C(C(=O)OC)=C1 | -2 | -11 | -5 | 99 | -28 | -12 | 53 | 2.9 | -9 | 28 | 2
COC(=O)c1c(C)[nH]c(C(=O)NCCc2ccc(S(N)(=O)=O)cc2)c1C | -16 | 4 | -6 | 110 | x | -2 | -7 | -2.1 | 1 | x | x
CCC(=O)N(Cc1cc2cc(OC)ccc2[nH]c1=O)c1ccc(C)cc1 | 15 | -5 | -11 | 91 | -1 | 0 | -17 | 3.3 | -3 | 1 | -1
CS(=O)(=O)c1ccc(Sc2nc3ccccc3[nH]2)c([N+](=O)[O-])c1 | 28 | -3 | 1 | x | -13 | 2 | -6 | -0.3 | -3 | 13 | x
Cc1ccccc1OCCC(=O)Nc1ccc(S(=O)(=O)N(C)C2CCN(C)CC2)cc1 | 3 | -7 | 0 | 100 | 31 | 4 | 112 | -2.5 | -17 | -31 | 7
COc1ccc(C(=O)c2c3ccccc3[n+]([O-])n2Cc2ccc(C(N)=O)cc2)cc1 | 21 | 0 | -9 | 99 | -7 | x | 7 | -3.9 | 0 | 7 | -1
O=C(NCCS(=O)(=O)N1CCN(c2ccccc2F)CC1)c1ccc(F)c(F)c1 | -12 | -1 | -5 | 107 | 8 | 0 | 6 | -1.6 | -9 | -8 | 4
COCC(=O)NC1CCN(CC(=O)Nc2ccccc2[N+](=O)[O-])CC1 | 0 | 3 | -2 | 93 | -4 | 2 | 18 | 0.0 | 1 | 4 | 0
O=C(Cc1cc(=O)[nH][nH]1)N/N=C/C(Cl)=C/c1ccccc1 | -2&26 | -2&-7 | 0&4 | 103&101 | 1&27 | 17&2 | 2&-6 | -0.5&-1.0 | -10&-13 | -1&-27 | -14&-13
O=C(Cc1ccccc1)N/N=C/c1ccc([N+](=O)[O-])s1 | 11 | -4 | -8 | 100 | -11 | 4 | -8 | -0.7 | -1 | 11 | -69
C/C(=N\NC(=O)COc1ccccc1-c1ccccc1)c1cccnc1 | -27 | 1 | 13 | 100 | 26 | 1 | x | 2.7 | -12 | -26 | 5
O=[N+]([O-])c1ccc(-c2csc(N3CCc4ccccc4C3)n2)cc1 | 5 | 2 | -2 | 124 | 1 | -4 | 367* | 4.9 | 0 | -1 | 16
C[C@H](Cc1ccccc1)Nc1ncnc2c1ncn2[C@@H]1O[C@H](CO)[C@@H](O)[C@H]1O | 1 | 0 | 0 | 99 | -6 | x | -5 | 0.0 | 1 | 6 | 5
Cc1coc2c(C)c3oc(=O)c4c(c3cc12)CCCC4 | -12 | 8 | 0 | 121 | -44 | 7 | 9 | -1.3 | -13 | 44 | -10
O=c1c2ccccc2nnn1CSc1nnc(-c2ccco2)o1 | 7 | 5 | -2 | 100 | -8 | -2 | x | 2.9 | -1 | 8 | 19
Cc1cc(C)cc(NC(=O)CSCc2cnn(-c3ccccc3)c2-n2cccc2)c1 | -1 | -2 | -1 | x | 17 | 8 | 23 | -3.9 | -15 | -17 | -5
COc1ccc(C2=NN(C(=O)C(O)c3ccccc3)C(O)(C(F)(F)F)C2)cc1 (configuration not stated) | 0 | -14 | -5 | 87 | -1 | 3 | -17 | 0.6 | -9 | 1 | -6
CC1=C(C(=O)NCc2ccccc2)C(c2cc(Br)cc(Br)c2OC(C)C)NC(=O)N1 (configuration not stated) | 15 | -11 | 9 | 103 | -21 | 2 | -11 | -0.9 | -3 | 21 | -3
CC(=O)N1CCc2cc(S(=O)(=O)C(C)CC(=O)Nc3ccc(OC(F)(F)F)cc3)ccc21 (configuration not stated) | -8 | -16 | 1 | 101 | -3 | -3 | 0 | 0.5 | -4 | 3 | 29
COc1ccc(-c2cc3ccc(OC)cc3cn2)cc1 | -4 | 3 | 0 | 99 | -17 | x | -18 | -0.5 | -2 | 17 | -16
CCN1CCN(c2nc(-c3ccc(F)cc3)cc(=O)[nH]2)CC1 | 31 | 4 | 3 | 113 | 15 | 7 | -19 | 1.2 | -1 | -15 | x
CCCc1nc(SCC(=O)Nc2nccs2)c2ccccc2n1 | -1 | -2 | -14 | 111 | 12 | 1 | 8 | -1.5 | -7 | -12 | -13
SMILES | Arrestin-AP2 inh | PKA-R1A act | PKA-R2B activ | Pemphigus Ab inh | SR-BI DiI-HDL act | NSD2 inh | Mot1-301 SUMO | CDK5 inh | dFosB activator | SR-BI DiI inh | MITF act
Cc1cccc(N2CCN(C(=O)C3CCC(=O)N(Cc4ccccc4F)C3)CC2)c1C (configuration not stated) | -11 | -20 | -5 | 104 | -44 | 1 | 14 | -8.2 | -7 | 44 | 12
COc1ccc(C(CNC(=O)CN(C)S(=O)(=O)c2ccc(C)cc2)N2CCCC2)cc1 (configuration not stated) | -8 | -5 | 0 | 133 | 2 | 8 | -4 | -2.2 | -6 | -2 | 2
CC(C)(C)c1cc(CCC(=O)NNC(=O)c2ccncc2)cc(C(C)(C)C)c1O | 15 | -9 | -12 | 107 | 14 | 3 | x | -1.2 | -4 | -14 | 8
O=C(NCc1ccccc1Cl)c1cc2ccccc2oc1=O | -6 | -7 | 4 | 145 | -11 | -1 | 5 | -0.8 | 4 | 11 | x
CCOc1ncccc1C(=O)NCCN1C(=O)S/C(=C/c2cccs2)C1=O | 1 | 7 | -4 | 79* | 10 | 0 | -9 | 1.7 | -10 | -10 | -9
O=C1CN(S(=O)(=O)c2ccc(F)cc2)CCN1 | 31 | -12 | 6 | 121 | 22 | -2 | -7 | 2.2 | 3 | -22 | -15
COCCN(C(=O)COC(=O)C1CC1C)c1c(N)n(Cc2ccccc2)c(=O)[nH]c1=O (configuration not stated) | -7 | -6 | -19 | 110 | 21 | -2 | -5 | -1.3 | 3 | -21 | 5
NC(=O)c1ccsc1NC(=O)COC(=O)c1ccc(Cl)c(N)c1 | 1 | -4 | 3 | 98 | 2 | 1 | -3 | 0.3 | -2 | -2 | 32
CC(C)(C)C(=O)OCc1cn(-c2ccc(Cl)cc2)nn1 | -5 | -7 | -5 | 98 | -24 | -1 | x | 0.5 | 4 | 24 | 70
CCC(C)(C)NC(=O)c1cccc(NC(=O)C(C)C)c1 | 4 | -9 | 5 | 103 | 1 | 0 | 9 | 1.6 | 9 | -1 | -15
CCn1nnnc1SCC(=O)Nc1nc(-c2cccs2)cs1 | 38 | -12 | -14 | 97 | -13 | -1 | x | -0.3 | -4 | 13 | x
O=C(CN1CCN(c2ccccc2)CC1)c1c[nH]c2ccccc12 | 6 | -9 | 3 | 119 | -2 | 1 | 1 | -2.1 | -5 | 2 | -14
COc1ccccc1/C=N/OC(=O)c1ccc(C)cc1 | 4 | 4 | -3 | x | 4 | -4 | 2 | -0.3 | -13 | -4 | 4
Cc1cc(-c2ccc(C)c(S(=O)(=O)NCC3CCN(Cc4cccc(F)c4)CC3)c2)on1 | 33 | -8 | -2 | x | -14 | 3 | 0 | -1.2 | -11 | 14 | -2
CCOc1ccc(NC(=O)CSc2nnc(Cn3cnc([N+](=O)[O-])n3)n2C)cc1 | -7 | 0 | 4 | 110 | 10 | 0 | 2 | 0.4 | 2 | -10 | -6
CC1C=CCC2C(=O)N(c3cc(Cl)ccc3O)C(=O)C12 (configuration not stated) | -3 | -7 | -5 | 96 | 6 | -4 | 134 | 2.1 | -3 | -6 | 0
COC(CN(C)S(=O)(=O)c1cc2c3c(c1)CCC(=O)N3CCC2)OC | -2 | 8 | 0 | x | 33 | -12 | -10 | -3.8 | 1 | -33 | 0
CC1Oc2ccccc2N(CC(=O)N2CCCCCC2)C1=O (configuration not stated) | 47 | 11 | -9 | x | -10 | -1 | -19 | 3.2 | 3 | 10 | 10
COc1ccccc1/C=C/C(=O)OCC(=O)NCc1ccco1 | -6 | 1 | 9 | 117 | 22 | 15 | 2 | 1.2 | -9 | -22 | 3
CC(C)n1nc(C(=O)OCC(=O)N(C)C2CCS(=O)(=O)C2)c2ccccc2c1=O (configuration not stated) | 22 | 0 | 5 | 102 | -3 | -2 | 28 | -0.1 | 9 | 3 | 0
c1ccc(Oc2ccccn2)cc1 | -1 | -15 | 0 | 92 | 9 | -2 | x | -9.3 | -1 | -9 | -2
O=C(Nc1cnc2ccccn2c1=O)c1ccc(Cl)cc1 | 3 | -4 | -6 | 102 | 15 | 0 | 5 | 0.2 | -6 | -15 | 86*
NC(Cc1c[nH]c2ccccc12)C(=O)NCc1ccco1 (configuration not stated) | -3 | -7 | -2 | 101 | 19 | 0 | 71 | 0.5 | -2 | -19 | 0
CC(CCc1ccccc1)NC(=O)CN1CCN(c2ccc(O)cc2)CC1 (configuration not stated) | 26 | 1 | 3 | 116 | -53 | -5 | 27 | -0.5 | -1 | 53 | -4
Cc1cc(NC(=O)NC2(C(F)(F)F)Oc3ccc(Cl)cc3O2)no1 (configuration not stated) | 3 | -5 | -13 | 104 | 10 | -7 | 3 | -0.1 | 9 | -10 | -10
O=C(Cc1c(F)cccc1Cl)Nc1ccc(S(=O)(=O)N2CCOCC2)cc1 | -9 | 2 | 5 | 103 | -11 | -2 | -2 | -1.1 | -5 | 11 | 7

Entries of single compounds, looked up by structure:
CC1Oc2ccccc2N(CC(=O)N2CCCCCC2)C1=O (configuration not stated) across the screens: Arrestin-AP2 inh: 47; PKA-R1A act: 11; PKA-R2B activ: -9; Pemphigus Ab inh: x; SR-BI DiI-HDL act: -10; NSD2 inh: -1; Mot1-301 SUMO: -19; CDK5 inh: 3.2; dFosB activator: 3; SR-BI DiI inh: 10; MITF act: 10
CCC(=O)N(Cc1cc2cc(OC)ccc2[nH]c1=O)c1ccc(C)cc1 across the screens: Arrestin-AP2 inh: 15; PKA-R1A act: -5; PKA-R2B activ: -11; Pemphigus Ab inh: 91; SR-BI DiI-HDL act: -1; NSD2 inh: 0; Mot1-301 SUMO: -17; CDK5 inh: 3.3; dFosB activator: -3; SR-BI DiI inh: 1; MITF act: -1
